Screening results deposited in PubChem by several laboratories.
DYRK1A inh – blocks rat Dyrk1A kinase activity. 310,000 tested, 0.43% active. Q63470. AID 504441. inhibition, % at 12.5 µM. ADP-Glo luminescence, NFATc1 peptide; in the data active means inhibition above about 50%;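 further: plate controls were vehicle with enzyme for no effect and no enzyme for full effect; many of its hits are not listed in these tables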
GSK3 alpha inh – blocks human GSK-3 alpha kinase. ADP-Glo luminescence, 60 min. P49840. 320,000 tested, 0.1% active. inhibition, % at 10 µM;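 in the data active means inhibition above about 50%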;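 further: GST-tagged GSK-3 alpha with peptide substrate and 25 µM ATP; 0% = DMSO neutral wells and 100% = GW8510 positive control wells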
KCNK3 inh – human KCNK3 channel inhibition, primary screen | O14649 | CHO-KCNK3 thallium flux, FluxOR fluorescence; stronger effect = lower value | B-score at 10 µM | 340,000 tested, 0.84% active;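 active means B-score under library mean minus 4 SD, starting fluorescence ratio at most library mean plus 5 SD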;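 further: more negative B-score means stronger inhibition of thallium flux through KCNK3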
HDAC3 inhib – human HDAC3 inhibition. O15379. AID 2718. inhibition, % at 8.3 µM. recombinant HDAC3, fluorogenic peptide/trypsin coupled, fluorescence. 320,000 tested, 0.15% active; in the data active means inhibition above about 26%, passing the limit was not always enough; inconclusive means no clear call, values can overlap the other calls
Target sequence (O15379 whole entry, looked up): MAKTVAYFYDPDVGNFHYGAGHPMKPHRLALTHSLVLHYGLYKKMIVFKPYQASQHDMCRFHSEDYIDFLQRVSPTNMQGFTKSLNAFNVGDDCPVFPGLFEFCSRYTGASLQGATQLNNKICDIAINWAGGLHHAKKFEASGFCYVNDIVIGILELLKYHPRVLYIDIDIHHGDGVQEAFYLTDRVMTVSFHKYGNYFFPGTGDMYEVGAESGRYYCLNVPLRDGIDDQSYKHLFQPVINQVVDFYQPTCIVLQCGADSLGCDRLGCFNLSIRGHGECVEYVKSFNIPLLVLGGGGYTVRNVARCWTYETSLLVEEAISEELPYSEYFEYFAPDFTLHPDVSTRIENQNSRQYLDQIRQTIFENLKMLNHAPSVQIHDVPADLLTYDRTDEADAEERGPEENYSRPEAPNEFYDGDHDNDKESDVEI
KCNQ1 act – potentiates or activates the human KCNQ1 potassium channel | CHO-K1 KCNQ1, thallium flux FluxOR fluorescence; stronger effect = higher value | B-score at 10 µM | 310,000 tested, 0.35% active | AID 2648;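 active means fluorescence ratio B-score, a plate-corrected score, at least three library SD, with initial intensity B-score within 5 SD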
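Assay system: CHO-K1 cells stably expressing KCNQ1. Medium: assay buffer for compound exposure, DMSO matched across wells. Timing: 37 °C overnight plating, 90-min dark dye load, 20-min compound pretreatment. Signal: kinetic FluxOR fluorescence, 10 s baseline plus 110 s post-stimulus.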
PolyA inhibitor – inhibitors of polyadenylation in S. cerevisiae; S. cerevisiae SKY197-pL101 polyadenylation reporter, beta-gal luminescence; efflux-impaired pdr1/pdr3 knockout yeast; score 100 = 6 SD above DMSO; calls only at 12 µM; 300,000 tested, 0.02% active;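 active means lowest replicate activity score at least 50, where 100 means six control SD above control mean; inconclusive means lowest score under 50 but half or more replicates reach 50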;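 further: yeast exposed to compound for 9 h at 30 °C; higher score means more reporter readthrough which indicates perturbed polyadenylation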
hERG rescue – shields human hERG channel from block by proarrhythmic agents; Q12809; activation (rescue from dofetilide block), less the hit threshold, % at 10 µM; CHO-hERG, FluxOR thallium flux, dofetilide IC70 present; AID 1511; 310,000 tested, 0.51% active;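 active means activation above the mean of controls blocked by dofetilide plus 5 SD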;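 further: thallium influx through hERG after potassium depolarization seen as dye fluorescence rise; in these data hits start at about 4.7%; inactives centre near -7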
KCNK9 inh – blocks the human KCNK9 two-pore domain potassium channel; 310,000 tested, 1.2% active; AID 488922; B-score at 10 µM; HEK293 KCNK9, FluxOR thallium flux fluorescence; stronger effect = lower value;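 active means ratio B-score over 3 SD below the library mean, with starting fluorescence within 5 SD of its mean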;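 further: negative B-score means less thallium flux so channel inhibition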
Target sequence (Q9NPC2 whole entry, looked up, the tested form may be a part): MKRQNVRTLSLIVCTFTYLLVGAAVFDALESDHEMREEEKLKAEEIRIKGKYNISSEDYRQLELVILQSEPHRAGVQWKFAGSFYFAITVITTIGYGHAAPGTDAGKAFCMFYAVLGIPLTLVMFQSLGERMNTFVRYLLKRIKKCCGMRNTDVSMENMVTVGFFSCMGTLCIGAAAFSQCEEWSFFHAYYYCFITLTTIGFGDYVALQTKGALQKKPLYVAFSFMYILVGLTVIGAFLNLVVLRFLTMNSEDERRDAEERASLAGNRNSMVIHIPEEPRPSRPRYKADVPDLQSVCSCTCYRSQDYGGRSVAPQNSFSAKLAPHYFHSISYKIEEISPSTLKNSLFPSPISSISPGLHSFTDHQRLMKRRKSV
RGS4 act – RGS4 potentiation or activation; B-score at 10 µM; 310,000 tested, 0.92% active; HEK293 M3R/inducible RGS4, carbachol calcium flux Fluo4; stronger effect = lower value;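 active means B-score of the integrated calcium signal more than 4 SD below the library mean, with starting fluorescence not abnormally high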;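 further: negative B-score means reduced calcium response which marks RGS4 activation or potentiation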
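Detection: kinetic calcium fluorescence imaging with Fluo4-AM dye, 2 µM / Material: HEK293 cells with stable M3R and inducible RGS4 / Schedule: recording 10 s baseline at 1 Hz, 100 s post-agonist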
KCNQ1 block – human KCNQ1 channel inhibition; 310,000 tested, 1.3% active; B-score at 10 µM; CHO-K1 KCNQ1, FluxOR thallium flux fluorescence; stronger effect = higher value;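 active means compounds whose thallium flux B-score, printed positive for inhibition, exceeds three library SD while starting fluorescence stays within three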;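 further: channel opened by potassium depolarization with thallium stimulus after 20 min compound exposure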
GSK3beta inhib – inhibitors of human GSK3beta kinase; P49841; 300,000 tested, 0.038% active; GST-GSK3beta kinase, ADP-Glo luminescence, 60 min; stronger effect = lower value; activity score (negative = inhibition), % at 10 µM; AID 2097;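 active means more than half of replicate wells score below -50%, meaning over 50% inhibition versus plate controls; inconclusive means some replicates but at most half score below -50%; inactive means no replicate scores below -50%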;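 further: 0% = median DMSO wells and -100% = median GW8510 positive control wells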
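test system = GST-tagged human GSK3beta kinase, cell-free | reagent = 25 µM ATP with peptide substrate | dosing = one dose of 10 µM per compound | schedule = 60 min reaction, RT | detection = luminescent ADP-Glo measurement of ADP formed | control set = DMSO neutral wells and GW8510 at 20 µM as positive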
* marks the source's active call; other numbers are inactive results; i = inactive; ? = inconclusive; nt = no result given. Some of the compounds tested; count on the stated rates, not on these rows.

SMILES	DYRK1A inh	GSK3 alpha inh	KCNK3 inh	HDAC3 inhib	KCNQ1 act	PolyA inhibitor	hERG rescue	KCNK9 inh	RGS4 act	KCNQ1 block	GSK3beta inhib
O=c1c(Cc2c(F)cccc2Cl)c(O)ccn1CCCN1CCOCC1	-1.5	-0.1	i	-7.0	i	i	-2.8	i	i	i	5.5
Cc1noc(C)c1COc1cccc(C(=O)NCCc2c[nH]c3ccccc23)c1	-1.5	-2.6	i	2.9	i	i	-13.6	i	i	i	-1.0
C(#CCN1CCCC1)CC(c1ccccc1)c1ccccc1	-1.2	-0.4	i	7.9	i	i	-14.6	i	-13.3*	i	-0.3
COc1cccc(NC(=O)COc2ncnc3sc(C)c(C)c23)c1	8.0	0.3	i	-7.7	i	i	-6.3	i	i	i	-1.4
COc1ccccc1NS(=O)(=O)c1cc(C(=O)NCc2cccnc2)ccc1C	1.1	-1.5	i	-0.6	i	i	-10.3	i	i	i	-2.5
COCCCNC(=S)NC1CC2CCC(C1)N2Cc1ccccc1 (centres undefined)	-0.1	-0.6	i	2.3	i	i	-7.5	i	i	i	-1.9
O=C(Nc1cc(C(F)(F)F)ccc1-n1cncn1)c1ccc(Br)cc1	8.1	-0.6	i	-5.1	i	i	2.4	i	i	i	0.4
Cc1cc(=O)oc2cc(OC(C)C(=O)NCC3CCC(C(=O)O)CC3)c(Cl)cc12 (centres undefined)	-1.0	-4.1	i	1.9	i	i	-7.0	i	i	i	0.4
CCOc1c(Nc2cccc(Cl)c2)c(=O)c1=O	nt	-1.4	i	1.4	i	i	-6.0	i	i	i	7.9
CC(C)NC(=S)NN(c1ccccc1)c1ccccc1	11.6	-1.3	i	-7.2	i	i	-6.3	i	i	i	0.9
O=C(Nc1cccc(S(=O)(=O)N2CCCC2)c1)c1ccncc1	-9.8	0.1	i	1.7	i	i	-7.2	i	i	i	0.2
COc1cccc(S(=O)(=O)NCc2ccc(C(=O)N3CCN(Cc4ccccc4)CC3)cc2)c1	10.9	-4.2	i	0.6	i	i	-16.5	i	i	i	2.1
C/C(=N\NC(=O)C(=O)Nc1ccc(C)cc1)c1ccncc1	3.0	0.8	i	2.5	i	i	-5.6	i	i	i	1.6
COc1ccc(C2C(C(=O)c3sc(C)nc3C)=C(O)C(=O)N2CCCn2ccnc2)cc1 (centres undefined)	8.9	-2.2	i	nt	i	i	-13.2	i	i	i	4.9
Cc1nn(-c2ccccc2)c(N)c1C1(O)C(=O)Nc2ccc([N+](=O)[O-])cc21 (centres undefined)	5.5	-2.5	i	2.1	i	i	-1.4	i	i	i	-0.6
COc1ccc(N2C(=O)CC(N3CCN(c4ccc(C(=O)c5cccnc5)cc4)CC3)C2=O)cc1 (centres undefined)	-13.4	-0.4	i	2.3	i	i	-6.8	i	i	i	8.2
Cc1cnc(CNC(=O)c2ccc3oc(Cc4ccccc4)nc3c2)[nH]1	2.4	3.3	i	3.7	i	i	-3.4	i	i	i	-1.1
CCN(CC(=O)Nc1ccc2c(c1)OC(F)(F)O2)Cc1nc2ccccc2c(=O)[nH]1	0.7	-0.7	i	-0.1	i	i	-9.9	i	i	i	-0.5
COC(=O)c1cc(OC)c(OC)cc1NC(=S)NC(=O)c1ccco1	-2.3	0.0	i	1.8	i	i	-2.6	i	i	i	1.8
COc1cc(/C=N/NC(=O)C(=O)NCc2cccnc2)ccc1O	-1.6	10.5	i	2.1	i	i	-5.8	i	i	i	1.6
CCOc1ccc(N(CC(=O)NC(C)(C)C)C(=O)c2ccco2)cc1	9.1	0.4	i	-3.4	i	i	-6.7	i	i	i	1.7
COCCCN(C(=O)CSCC(=O)Nc1cccc(C)c1)c1c(N)n(Cc2ccccc2)c(=O)[nH]c1=O	8.6	1.3	i	-0.8	i	i	-16.8	i	i	i	-1.8
CC(=O)N1CCN(CC(=O)Nc2cc([N+](=O)[O-])ccc2Cl)CC1	nt	-2.9	i	-1.6	i	nt	-4.7	i	i	i	0.5
O=C(Cc1ccc(F)cc1)OCC(=O)c1cc2ccccc2o1	9.8	-0.1	i	5.3	i	i	-6.6	i	i	i	2.7
O=C(CN(C(=O)CNC(=O)c1cccs1)c1ccccc1F)NC1CCCCC1	-2.4	-1.8	i	4.6	i	i	-4.2	i	i	i	-1.4
O=C(NNC(=O)c1ccccc1[N+](=O)[O-])c1ccco1	0.8	0.3	i	5.3	i	i	-6.6	i	i	i	-1.4
CC1CC(C)CN(CC(O)COc2ccc3c(c2)CCC3)C1 (centres undefined)	-3.9	2.5	i	1.3	i	i	-14.6	i	i	i	0.1
CC(C(=O)Nc1ccc(N2CCOCC2)cc1)N1C(=O)c2ccccc2C1=O (centres undefined)	nt	7.3	i	-2.6	i	i	1.2	i	i	i	-2.4
CC(C(=O)Nc1cccc(S(=O)(=O)N2CCOCC2)c1)N1CCN(C/C=C/c2ccccc2)CC1 (centres undefined)	-0.7	-2.4	i	-4.1	i	i	-6.6	i	i	i	-2.2
N=C1C=CC=C2C1=NC1(CCCCC1)N2O	1.4	0.7	i	-2.1	i	i	-6.0	i	i	i	2.6
Cc1c(NC(=O)c2ccco2)c(=O)n(-c2ccccc2)n1C	nt	0.5	i	-6.7	i	i	-7.6	i	i	i	-0.5
COc1ccccc1NC(=O)NCc1ccc(C)n1C	nt	-0.5	i	-4.8	i	i	-2.4	i	i	i	-1.4
CCCCn1cnc2cc(NCc3cccc(OC)c3O)ccc21	-5.2	0.4	i	3.5	i	i	-22.9	i	i	i	6.0
O=C(NCCc1ccc(Cl)cc1)C1CCCN(S(=O)(=O)c2cnc[nH]2)C1 (centres undefined)	5.3	-3.5	i	3.5	i	i	-3.2	i	i	i	-2.7
COc1ccc(Br)cc1C(=O)Nc1ccc(N2CCCC2)cc1	6.8	-2.2	i	-16.3	i	i	-8.5	i	i	i	1.3
CN1CCN(c2oc(COc3ccc(-c4ccccc4)cc3)nc2C#N)CC1	-5.0	-4.0	i	2.4	i	i	-10.2	i	i	i	-0.3
O=C(N/N=C1\CC(c2ccccc2)Oc2ccccc21)c1cccnc1 (centres undefined)	nt	-2.8	i	-1.1	i	i	-4.4	i	i	i	4.7
CN(C)C(=O)Nc1ccccc1	2.3	-3.5	i	-6.5	i	i	-5.0	i	i	i	-7.6
CCOC(=O)N1CCN(S(=O)(=O)c2ccc3c(c2)OCC(=O)N3)CC1	1.4	nt	i	-1.6	i	i	10.1*	i	i	i	-5.6
COc1ccc(/C=N/NC(=O)c2ccc(NC(C)=O)cc2)cc1COc1ccc(F)cc1F	0.4	-1.5	i	-51.8	i	i	2.8	i	i	i	-1.3
Cc1ccc(C(=O)O[C@H](C(=O)O)[C@H](OC(=O)c2ccc(C)cc2)C(=O)O)cc1	-3.7	-6.8	i	4.1	i	i	-4.2	i	i	i	4.3
CCOC(=O)C1=C(N)N(c2ccccc2)C(=O)C1	-2.0	1.4	i	2.0	i	i	-8.3	i	i	i	-1.6
O=C(NNc1c2ccccc2nc2ccccc12)c1ccc(O)cc1	3.5	10.1	i	?	i	i	-5.8	i	i	i	0.3
O=C(CSc1ccccc1C(=O)O)NCc1ccc(Cl)cc1	4.2	-3.4	i	-2.4	i	i	-3.6	i	i	i	2.7
COc1ccc(CNC(=O)C2CC(O)CN2C(=O)Nc2ccccc2)cc1 (centres undefined)	6.9	nt	i	nt	i	i	1.3	i	i	i	-4.5
NC1=NC(c2cccc(O)c2)n2c(nc3ccccc32)N1 (centres undefined)	22.3	-2.8	i	-1.5	i	i	-11.1	i	i	i	-0.6
CCOc1ccc(C(=O)NCCc2ccc3c(c2)OCCO3)cc1	-0.9	-7.4	i	3.0	i	i	-5.0	i	i	i	-0.4
CCN1C=C(C(=O)OC)C(c2cccc(C)c2)C(C(=O)OC)=C1	1.4	-2.1	i	-1.5	i	i	-4.7	i	i	i	0.2
O=C(Nc1cccc(C(F)(F)F)c1)C1CCN(S(=O)(=O)c2cnc[nH]2)CC1	4.3	-0.6	i	5.8	i	i	-1.8	i	i	i	0.4
CCCC(=O)NC(NC(=S)Nc1ccc(N=Nc2ccccc2)cc1)C(Cl)(Cl)Cl (centres undefined)	0.4	1.1	i	-5.0	i	i	-4.5	i	i	i	2.6
CCOc1ccc(/C=C/C(=O)NCc2ccccc2)cc1	-2.0	-0.7	i	3.5	i	i	-8.0	i	i	i	1.8
COc1cc(C2c3c(oc4ccccc4c3=O)C(=O)N2Cc2ccco2)ccc1O (centres undefined)	-0.3	-0.6	i	-2.9	i	i	-6.5	i	i	i	-21.6
COc1ccccc1C(=O)Nc1ccnn1C1CCN(CCC(C)c2ccc(C)o2)CC1 (centres undefined)	-1.7	-1.2	i	-31.9	i	i	-13.3	i	i	i	2.3
O=C(CN1CCc2ccccc2C1)Nc1ccc(Br)cc1	-6.6	-0.3	i	-2.0	i	i	-10.2	i	i	i	-0.6
c1nnc2c3c4c(sc3ncn12)CCC4	46.6	11.7	i	2.9	i	i	-7.5	i	i	i	1.0
CCOC(=O)c1[nH]cnc1C(=O)Nc1ccc(C)cc1	-2.6	1.0	i	1.6	i	i	-3.8	i	i	i	0.3
COc1ccc(-c2nn(C)c(=O)c3ccccc23)cc1NC(=O)COc1ccccc1	-0.4	nt	i	2.1	i	i	-16.9	i	i	i	-1.5
COc1ccc(C)cc1NC(=O)C(OC(=O)c1ccc([N+](=O)[O-])o1)c1ccccc1 (centres undefined)	-21.5	-3.8	i	-3.5	i	i	-3.1	i	i	i	-3.0
O=C(CCCN=C1NS(=O)(=O)c2ccccc21)OCC(=O)c1ccc(Br)cc1	6.7	-2.1	i	1.1	i	i	-5.8	i	i	i	4.3

3 compounds already listed, sorted by formula weight, largest number first.
SMILES	DYRK1A inh	GSK3 alpha inh	KCNK3 inh	HDAC3 inhib	KCNQ1 act	PolyA inhibitor	hERG rescue	KCNK9 inh	RGS4 act	KCNQ1 block	GSK3beta inhib
COc1ccc(C)cc1NC(=O)C(OC(=O)c1ccc([N+](=O)[O-])o1)c1ccccc1 (centres undefined)	-21.5	-3.8	i	-3.5	i	i	-3.1	i	i	i	-3.0
COc1cc(C2c3c(oc4ccccc4c3=O)C(=O)N2Cc2ccco2)ccc1O (centres undefined)	-0.3	-0.6	i	-2.9	i	i	-6.5	i	i	i	-21.6
Cc1ccc(C(=O)O[C@H](C(=O)O)[C@H](OC(=O)c2ccc(C)cc2)C(=O)O)cc1	-3.7	-6.8	i	4.1	i	i	-4.2	i	i	i	4.3
